hDAT+cocaine = modulates human dopamine transporter uptake under cocaine; Q01959; LLC-PK1 hDAT cells, [14C]-dopamine uptake with cocaine IC80; actives deviate in either direction; B-score at 10 µM; actives 1.3% (n = 110,000); AID 449768;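 active = Z score or B-score, a plate-position-corrected score, falls beyond the plate's 99.7% confidence bounds, in either direction; inactive = both scores lie inside the 99.7% bounds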;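 note: scored against the spread of the other compound wells on the same plate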
PTPN22 inh 2 = inhibitors of human LYP (PTPN22) phosphatase; Q9Y2R2; recombinant LYP catalytic domain, DiFMUP fluorescence; inhibition, % at 2 µM; actives 0.21% (n = 96,000); AID 640;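 active = inhibition at 2 µM at or above a set limit, the screen mean plus 3 SD, cut at about 24% in these data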;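 note: 0% = DMSO with enzyme and 100% = enzyme fully blocked by orthovanadate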
Target sequence (Q9Y2R2 whole entry, looked up, the tested form may be a part): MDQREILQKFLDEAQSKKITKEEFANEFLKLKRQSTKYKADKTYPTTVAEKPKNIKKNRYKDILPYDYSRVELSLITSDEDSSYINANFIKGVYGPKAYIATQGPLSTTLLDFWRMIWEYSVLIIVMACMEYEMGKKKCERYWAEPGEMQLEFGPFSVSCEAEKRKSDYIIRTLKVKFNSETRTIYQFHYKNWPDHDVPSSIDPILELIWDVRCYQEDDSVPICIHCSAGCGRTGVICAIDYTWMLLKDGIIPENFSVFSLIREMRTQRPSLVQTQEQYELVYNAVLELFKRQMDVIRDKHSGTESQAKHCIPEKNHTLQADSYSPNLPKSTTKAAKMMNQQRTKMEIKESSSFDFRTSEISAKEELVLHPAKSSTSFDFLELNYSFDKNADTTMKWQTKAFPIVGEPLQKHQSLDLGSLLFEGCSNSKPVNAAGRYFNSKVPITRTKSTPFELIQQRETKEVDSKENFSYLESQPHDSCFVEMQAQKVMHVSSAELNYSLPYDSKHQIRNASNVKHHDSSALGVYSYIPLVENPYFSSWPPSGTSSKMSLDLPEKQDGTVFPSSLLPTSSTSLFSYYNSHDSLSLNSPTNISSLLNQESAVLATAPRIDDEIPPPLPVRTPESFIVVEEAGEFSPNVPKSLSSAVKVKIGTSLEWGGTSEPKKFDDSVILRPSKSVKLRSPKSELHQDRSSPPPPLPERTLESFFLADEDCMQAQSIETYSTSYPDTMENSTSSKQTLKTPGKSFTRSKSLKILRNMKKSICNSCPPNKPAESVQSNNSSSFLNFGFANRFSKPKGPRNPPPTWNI
CYP2C9 activ = CYP2C9 (human) activation; P11712; recombinant CYP2C9, luciferin-H conversion, luminescence; stronger effect = higher value; factor 1 = untreated enzyme, 0 = blocked; activation factor at 5 µM; actives 1.4% (n = 96,000); AID 1024;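 active = activation factor of 2 or more for CYP2C9 at a 5 µM dose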;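 note: 0 = sulfaphenazole-blocked wells and 1 = vehicle-only wells; values of inactives mirror those of a sister screen read the other way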
PTPN22 act = activators of human LYP (PTPN22) phosphatase; recombinant LYP, DiFMUP fluorescence; 0 = plate median, 100 = signal doubled; actives 0.11% (n = 96,000); activation, % at 2 µM;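 active = activation at 2 µM above a set limit, the mean plus 5 SD, cut at about 37% in these data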
PTK2B oligo ant = antagonists of human Pyk2 oligomerization; actives 0.83% (n = 99,000); Q14289; z-score (the deposit names both 25 µM and 10 µM); Q293 cells, Pyk2 FERM NanoBiT luminescence; stronger effect = lower value; AID 1347419;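 active = Z-score of -3 or lower, scaled per plate to the spread of control and sample wells; inactive = z-score above -3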;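 note: negative z-score means lost luminescence so less FERM oligomerization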
Ecoli WT expand = blocks growth of wild type E. coli BW25113. AID 710. OD600 absorbance. growth inhibition, % at 100 µM. actives 0.15% (n = 98,000);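 active = growth inhibition above about 50% at one test dose, limit read from the data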;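 note: growth measured after 20 h incubation at 37 °C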
PostGolgi ctrl = growth of the yeast control strain, post-Golgi counter-screen. efflux-deficient yeast background strain, growth absorbance A615, 16 h. inhibition, % at 10 µM. actives 5% (n = 98,000)
PostGolgi yeast = growth inhibition of a yeast mutant, post-Golgi transport screen; AID 739; post-Golgi transport phenotypic cell assay; inhibition, % at 10 µM; actives 0.9% (n = 98,000);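 note: yeast cells grown in 1536-well plates; yeast grown about 18 h at 30C before absorbance read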
CYP2C9 inh = inhibitors of human CYP2C9; P11712; CYP2C9 Supersomes, luciferin-H conversion, luminescence; inhibition, % at 5 µM; actives 20% (n = 96,000); AID 777;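 active = blocking of liver enzyme CYP2C9 beyond about 50% at 5 µM, limit read from the data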; note: values of inactives mirror those of a sister screen read the other way
* hit, by the source's call; x = not tested or not shown. Cut-off read from the data, not from the text of the source, unless noted: active = inhibition above about 30%; inactive = the rest.

SMILES	hDAT+cocaine	PTPN22 inh 2	CYP2C9 activ	PTPN22 act	PTK2B oligo ant	Ecoli WT expand	PostGolgi ctrl	PostGolgi yeast	CYP2C9 inh
O=C(NCc1ccco1)C(c1ccco1)N(C(=O)Cn1nnc2ccccc21)c1ccc2c(c1)CCC2 (centres undefined)	1.59	7.1	x	-3.3	-1.76	x	x	x	x
O=C(NCCc1ccncc1)C12CC3CC(CC(C3)C1)C2	-0.977	0.5	0.8	-3.1	0.11	2.0	-4.2	8.5	25.0
CCOC(=O)c1cccc(NC(=O)Cn2cc3c(n2)CCC(C)C3)c1 (centres undefined)	0.96	x	0.2	x	x	3.0	10.2	-2.0	75.4*
Cc1cccc(NC(=O)C(c2cccc([N+](=O)[O-])c2)N2CCCCC2)c1 (centres undefined)	1.54	-4.6	0.7	7.3	-0.74	-2.0	24.9	16.9	29.3
CCc1nnc(NC(=O)c2ccc(-c3ccc(Cl)cc3)o2)s1	1.76	6.1	1	-3.4	-0.84	-7.0	29.9	9.5	-0.1
Cc1cccc(Cn2cnc3c(nnn3Cc3ccc(F)cc3)c2=O)c1	0.243	0.3	2.5*	0.3	0.65	1.0	11.4	-0.3	-152.9
CCOC(=O)c1oc2cc(O)c(CC)cc2c(=O)c1-c1ccc2c(c1)OCCO2	-1.7	x	0	x	x	-4.0	30.1*	-6.4	98.8*
O=C(CN1C(=O)c2cccc3cccc1c23)NCc1ccc2c(c1)OCO2	0.248	-8.7	4*	8.5	0.86	-12.0	-0.8	-4.7	-299.5
Cc1c(-c2nc(N)nc(Nc3ccc(F)cc3)n2)oc2ccccc12	0.691	17.2	1	-17.6	-1.59	-8.0	39.9*	7.3	-4.0
O=C(O)C(Oc1ccc2c3c(c(=O)oc2c1)CCC3)c1ccccc1 (centres undefined)	-0.0885	9.4	1.1	-12.3	0.82	5.0	4.5	4.5	-11.2
COc1cc(S(=O)(=O)N2CCN(c3ccccc3F)CC2)c(OC)cc1Cl	-0.733	7.2	x	-13.8	0.03	x	x	x	x
O=[N+]([O-])c1ccc(N2N=C(c3ccco3)CC2c2ccccc2)cc1 (centres undefined)	-0.316	1.3	0.2	3.5	-0.14	-14.0	31.2*	3.4	78.1*
Nc1nnnn1/N=C/c1cccc(Oc2ccccc2)c1	0.517	9.8	0.9	-11.5	0.12	-2.0	1.2	-13.9	8.2
CCC(C)(C)NC(=O)CN(C(=O)CCC(=O)Nc1cc(C)ccn1)c1ccc2c(c1)OCO2	-0.54	-5.0	0.5	2.9	0.04	-6.0	1.4	11.8	50.3*
Cc1nc2ccccc2n1CCC(=O)O	-0.252	-6.8	1	8.4	0.33	-5.0	-0.6	-9.4	-2.1
Cc1cc(C(=O)CSc2nnc(-c3ccncc3)n2-c2ccccc2)c(C)n1C	0.0831	3.0	0.7	-6.0	-0.28	-1.0	2.2	7.0	33.5
O=C(CSC1=NC(=O)C(Cc2ccccc2)C(=O)N1)Nc1ncccn1 (centres undefined)	-0.221	-14.8	1.1	13.5	x	7.0	14.2	8.2	-8.1
COc1ccccc1C(=O)Nc1nnc(-c2ccc3c(c2)CCCC3)o1	1.2	-3.4	2.1*	-0.4	x	-10.0	27.0	14.9	-106.8
Cc1ccc2cc3c(N)c(C(=O)N4CC(=O)Nc5ccccc54)sc3nc2c1	x	17.2	1.1	-15.7	x	-18.0	9.4	-7.3	-9.9
Nc1nc2ccccc2n1/N=C/c1cccnc1	0.00633	-2.0	x	-0.9	1.24	x	x	x	x
Cc1nnc(SCC(=O)N2c3ccccc3CC2C)s1 (centres undefined)	-1.1	-0.9	0.9	0.1	-0.92	5.0	11.3	-1.0	14.5
Cc1cc(-c2ccco2)n2c(nc3ccccc32)c1C#N	x	3.5	0.9	-3.4	-0.4	3.0	25.5	7.4	13.0
COC(=O)C(NC=O)C(O)(Cc1ccccc1)C(F)(F)F (centres undefined)	0.119	-8.2	0.8	8.7	-0.49	-2.0	9.5	1.1	20.2
CN(C)CCOC(=O)c1cccc(Br)c1	-0.506	5.7	1	-3.7	-0.12	-20.0	5.6	0.3	-3.1
CCS(=O)(=O)N1CCCC(C(=O)NCCCOC(C)C)C1 (centres undefined)	-0.147	-11.9	1.2	11.2	0.3	-1.0	-1.4	0.9	-16.5
CCN(CC)CCCNC(=O)c1nn(-c2ccccc2OC)c(=O)c2ccccc12	0.744	-4.2	1.2	8.9	-0.61	-5.0	1.3	-2.9	-16.1
C(=N\n1cnnc1)/c1ccc2ncccc2c1	0.0598	-5.4	0.8	2.2	0.64	-1.0	8.7	-7.0	20.7
CC1CCC(NC(=O)Nc2cccs2)CC1 (centres undefined)	0.0215	4.0	0.9	-4.7	0.57	7.0	1.9	-1.4	13.3
COc1ccccc1NC(=O)CN(C)S(=O)(=O)c1ccc(F)cc1	-0.363	-6.1	2.3*	1.7	2.09	3.0	1.2	3.2	-128.7
N#Cc1nc(Cc2cccc3ccccc23)oc1NCCCN1CCOCC1	0.00814	-0.5	0.8	-1.0	0.34	26.0	-1.8	-0.3	21.4

The list continues.
SMILES	hDAT+cocaine	PTPN22 inh 2	CYP2C9 activ	PTPN22 act	PTK2B oligo ant	Ecoli WT expand	PostGolgi ctrl	PostGolgi yeast	CYP2C9 inh
COc1ccc(-n2nc(N)c3c(=O)oc(N(C)C)nc32)cc1	0.376	7.8	0.8	-4.0	-0.76	4.0	7.8	1.2	21.1
O=C(CN1CCC(Cc2ccccc2)CC1)NC(=O)NCc1ccco1	-0.36	4.3	1	-6.8	-0.5	8.0	22.0	5.2	0.1
Cc1onc(-c2ccccc2)c1C(=O)N1CCN(C/C=C/c2ccccc2)CC1	1.99	3.1	0.9	-4.0	x	2.0	16.4	0.4	13.5
Cc1ccc(N2CC(C(=O)Nc3nccs3)CC2=O)cc1 (centres undefined)	0.0374	x	0.8	x	1.67	-10.0	-0.8	-10.8	22.0
Cc1cc(C)nc(SC(C)C(=O)N/N=C/c2cccs2)n1 (centres undefined)	0.0592	2.9	0.6	2.4	0.15	4.0	6.8	10.9	41.1
CCOC(=O)c1cnn(-c2cc(Oc3ccccc3C)ncn2)c1N	-0.856	-10.9	0.9	6.4	0.31	-5.0	-7.6	-18.8	14.0
O=C(O)CCCNS(=O)(=O)c1ccc2ccccc2c1	-0.412	x	1.3	x	0.01	-11.0	23.9	2.9	-33.9
CS(=O)(=O)N(CC(O)Cn1c2ccccc2c2ccccc21)c1ccccc1 (centres undefined)	0.843	-1.3	0	4.8	-1.01	-16.0	8.5	-7.1	96.7*
O=C(c1ccccc1)c1cn[nH]c1-c1ccccc1O	0.0926	14.9	0.8	-13.4	0.49	4.0	16.1	-2.1	20.6
COc1ccccc1/C=C1\SC(=S)N(Nc2nc(C)cc(C)n2)C1=O	0.499	-9.4	1.1	11.7	-3.76*	-15.0	-0.3	8.0	-12.1
Cn1c(/C=N/c2nc3ccccc3[nH]2)nc2ccccc21	-2.45*	1.0	1.4	1.7	-0.24	6.0	6.1	-1.4	-43.0
CC(C)CN(C(=O)COC(=O)C1c2ccccc2Oc2ccccc21)C1CCS(=O)(=O)C1 (centres undefined)	-0.539	7.7	0.9	-6.6	0.45	4.0	0.3	-6.0	12.4
Cc1nnc(NC(=O)C2CCCO2)s1 (centres undefined)	0.314	x	x	x	0.48	-12.0	7.0	5.2	x
Nc1c(-c2ccc(F)cc2)cnn1C1CCS(=O)(=O)C1 (centres undefined)	-0.474	-2.1	1.1	-0.4	0.29	15.0	5.0	14.4	-14.9
C=C(C)CSc1nnc(-c2ccc(OC)c(OC)c2)n1N	-1.96	6.1	1.2	-8.1	-0.37	-2.0	7.3	10.3	-20.6
c1ccc(SCCc2ccncc2)cc1	0.913	17.1	0.2	-15.7	0.48	20.0	15.0	-15.8	81.1*
Cc1cccc(N2CCN(C(=O)C(C)C)CC2)c1C	0.0604	-8.4	0.8	11.5	-0.05	0.0	85.4*	90.9*	17.3
O=C1CC(=C(c2ccccc2)c2ccccc2)C(=O)N1CCCN1CCN(c2cccc(Cl)c2)CC1	0.097	9.8	0.6	-12.5	0.12	-8.0	13.7	-3.4	44.0
O=C1C2C3C=CC(C3)C2C(=O)N1Cc1ccccc1 (centres undefined)	0.22	0.7	0.8	-1.2	0.06	9.0	12.3	-6.6	18.6
CCOC(=O)c1sc(NC(=O)c2ccccc2)cc1C	-0.286	-3.1	0.7	3.0	-1.78	-5.0	4.6	-7.3	27.5
Cc1ccc(C(C(=O)NC2CCCC2)N(Cc2ccc(F)cc2)C(=O)c2csnn2)o1 (centres undefined)	0.559	4.2	0.9	-2.0	-0.87	-9.0	20.9	-2.5	11.3
O=C(CSc1nnc(-c2cccnc2)n1Cc1ccccc1)NCc1ccco1	2.78	-10.8	1.1	8.3	1.34	0.0	2.2	9.8	-5.0
COc1ccc(OCC(=O)Nc2ccccc2O)cc1	-1.37	-1.1	0.1	3.8	1.99	-1.0	5.0	5.7	94.8*
Cc1cccc(/C=N\NC(=O)c2sccc2-n2cccc2)c1	1.34	-0.4	0.9	3.7	-0.01	5.0	3.7	-2.9	11.7
O=C(CSc1nccn1Cc1ccccc1)Nc1nccs1	-0.762	0.9	0.6	-1.5	0.23	9.0	12.1	1.6	41.0
CCN(CC)CCCNC(=O)c1nn(-c2ccc(OC)cc2OC)c(=O)c2ccccc12	-0.00346	3.2	1	-4.8	0.27	-2.0	-3.1	1.5	1.0
CCOc1cccc(OCCCCN2CCCCC2)c1	1.68	-3.4	0.9	2.3	-0.26	-2.0	-1.4	3.6	11.7
C=CCn1c(SCC(=O)Nc2cc(C)c(Cl)cc2OC)nnc1-c1ccco1	-0.817	2.7	0.8	-3.6	-0.23	-9.0	23.6	11.6	20.7
Cc1ccccc1N(CC(=O)NCCSCc1ccco1)S(C)(=O)=O	0.498	0.5	0.3	-3.0	0.4	2.0	6.4	-2.4	67.5*
CC(C)(C)n1nnnc1C(c1ccncc1)N1CCN(c2ccc(O)cc2)CC1 (centres undefined)	-1.04	-1.4	0.2	-1.3	-0.32	4.0	11.4	-0.3	75.7*

Brought forward from above: two entries, followed by the next part.
SMILES	hDAT+cocaine	PTPN22 inh 2	CYP2C9 activ	PTPN22 act	PTK2B oligo ant	Ecoli WT expand	PostGolgi ctrl	PostGolgi yeast	CYP2C9 inh
Cc1ccccc1N(CC(=O)NCCSCc1ccco1)S(C)(=O)=O	0.498	0.5	0.3	-3.0	0.4	2.0	6.4	-2.4	67.5*
CC(C)(C)n1nnnc1C(c1ccncc1)N1CCN(c2ccc(O)cc2)CC1 (centres undefined)	-1.04	-1.4	0.2	-1.3	-0.32	4.0	11.4	-0.3	75.7*
Cc1noc(C)c1CSc1nc2ccccc2s1	-0.277	x	0.6	x	1.21	-1.0	18.4	-8.5	39.2
Cc1ccc(-n2ccnc2SCC(=O)O)c(C)c1	-0.684	-3.2	0.8	1.5	0.69	6.0	-1.4	-2.2	24.0
CS(=O)(=O)N1CCN(c2nc(-c3ccccc3)cs2)CC1	-1.15	1.6	1.1	-1.1	0.87	2.0	-0.4	0.3	-8.5
Cc1cc(C)n(-c2nc3ccccc3nc2N2CCCC2)n1	-0.945	-8.8	0.8	9.5	0.94	-1.0	9.1	-3.7	17.7
CCOC(=O)C(C)Oc1ccsc1C(=O)OC (centres undefined)	0.212	0.5	0.9	3.6	x	-3.0	18.5	6.0	14.4

Gathered by group, the entries above with a nitro group on carbon.
SMILES	hDAT+cocaine	PTPN22 inh 2	CYP2C9 activ	PTPN22 act	PTK2B oligo ant	Ecoli WT expand	PostGolgi ctrl	PostGolgi yeast	CYP2C9 inh
Cc1cccc(NC(=O)C(c2cccc([N+](=O)[O-])c2)N2CCCCC2)c1 (centres undefined)	1.54	-4.6	0.7	7.3	-0.74	-2.0	24.9	16.9	29.3
O=[N+]([O-])c1ccc(N2N=C(c3ccco3)CC2c2ccccc2)cc1 (centres undefined)	-0.316	1.3	0.2	3.5	-0.14	-14.0	31.2*	3.4	78.1*

Assay outcomes (PubChem)
